FBPA Giardia inh – blocks Giardia fructose-bisphosphate aldolase activity; A8B2U2; purified Giardia FBPA; Potency, µM (doses to about 59.6 µM), for inactives: top-dose activity, negative = inhibition, most hits filed as inhibitors; 290,000 tested, 0.71% active; AID 2451; also: potency is read from the fitted curve at half-maximal effect; nearly all actives have a fitted effect of over 55% in size
Target sequence (A8B2U2 whole entry, looked up): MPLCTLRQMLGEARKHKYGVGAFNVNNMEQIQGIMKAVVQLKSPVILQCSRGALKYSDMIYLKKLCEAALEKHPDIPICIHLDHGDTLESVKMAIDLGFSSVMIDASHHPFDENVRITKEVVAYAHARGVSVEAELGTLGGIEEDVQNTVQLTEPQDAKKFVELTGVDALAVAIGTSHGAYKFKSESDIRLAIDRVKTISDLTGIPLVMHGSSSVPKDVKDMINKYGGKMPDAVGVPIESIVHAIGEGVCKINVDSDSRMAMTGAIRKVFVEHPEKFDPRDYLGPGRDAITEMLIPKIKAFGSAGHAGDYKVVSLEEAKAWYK
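40 nM FBPA preincubated 10 min at RT with compound (up to 57.5 uM final), then substrate plus GAPDH/TPI/NAD/arsenate coupling and diaphorase/resazurin added. Fluorescence read after 20 min at RT, 525/598 nm.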
AMA1 RON2 block – inhibitors of Plasmodium falciparum AMA1-RON2 interaction; AlphaScreen AMA1-biotinylated RON2 peptide binding; 360,000 tested, 0.2% active; Potency, µM (titrated, usually from 58.2 µM), without a hit: top-dose activity change, negative = inhibition, actives largely listed as inhibitors;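 also: potency is read from the fitted curve at half-maximal effect; 0% = vehicle wells and -100% = peptide control; nearly all actives have a fitted effect of over 45% in size; some results filed as inactive show a strong effect at the top dose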
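AMA1 (3D7) with his tag at 25 nM final met compounds first, then biotinylated RON2 peptide at 25 nM; detection used donor plus acceptor beads, 10 µg/mL apiece, read by AlphaScreen after 30 min at room temperature.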
Sm TGR block – S. mansoni TGR enzyme inhibition | Q962Y6 | Potency, µM (titrated, usually from 114 µM), inactives show top-dose activity change, negative = inhibition, most hits filed as inhibitors | AID 485364 | purified TGR, DTNB reduction, TNB absorbance 405 nm | 360,000 tested, 3% active; also: potency is read from the fitted curve at half-maximal effect; nearly all actives have a fitted effect of over 60% in size
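Kinetic colorimetric format: TGR-catalysed, NADPH-driven DTNB reduction monitored via TNB absorbance. Enzyme dispensed at 20 nM; compound exposure 15 min at room temperature before reaction start.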
HCMV inh – blocks human cytomegalovirus replication; HFF cells, HCMV-luciferase reporter, 72 h; stronger effect = lower value; activity change, negative = inhibition, % at 57.5 µM; 410,000 tested, 4.5% active; AID 1259415; in the data active = activity change below about -60%; inconclusive = no clear call, values can overlap the other calls; inactive = above about -39%
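Human foreskin fibroblasts infected with luciferase-reporter HCMV at MOI 1 PFU/cell, compounds at two doses. Luciferase measured 72 h post infection; normalized to buffer-only basal and Salinomycin (10uM) controls.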
HCV inh – inhibitors of hepatitis C virus infection; Huh7.5.1 HCVcc-Cre infection, luciferase reporter, 44 h; Potency, µM (highest dose often 41.8 µM), inactives show at the top dose activity change, negative = inhibition, usual class: inhibitors; 340,000 tested, 3.4% active; also: potency is read from the fitted curve at half-maximal effect
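Luciferase read-out (15 sec integration) after a 15 min room-temperature substrate step quantifies HCVcc-Cre infection. Cells, 1,000 per well, had compound added 4 h post-plating, then virus at ~0.5 moi, and were cultured 44 h.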
AmpC inh detg – blocks E. coli AmpC beta-lactamase in detergent assay. P00811. AmpC hydrolysis of nitrocefin, absorbance 480 nm, 0.01% Triton. Potency, µM (highest dose often 114 µM), for the others: top-dose activity change, negative = inhibition, usual class: inhibitors. 370,000 tested, 0.041% active. AID 485294;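 also: potency is read from the fitted curve at half-maximal effect; 0% = no-compound wells and -100% = no-enzyme wells; nearly all actives have a fitted effect of over 25% in size; some results filed as inactive show a strong effect at the top dose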
Target sequence (P00811 whole entry, looked up): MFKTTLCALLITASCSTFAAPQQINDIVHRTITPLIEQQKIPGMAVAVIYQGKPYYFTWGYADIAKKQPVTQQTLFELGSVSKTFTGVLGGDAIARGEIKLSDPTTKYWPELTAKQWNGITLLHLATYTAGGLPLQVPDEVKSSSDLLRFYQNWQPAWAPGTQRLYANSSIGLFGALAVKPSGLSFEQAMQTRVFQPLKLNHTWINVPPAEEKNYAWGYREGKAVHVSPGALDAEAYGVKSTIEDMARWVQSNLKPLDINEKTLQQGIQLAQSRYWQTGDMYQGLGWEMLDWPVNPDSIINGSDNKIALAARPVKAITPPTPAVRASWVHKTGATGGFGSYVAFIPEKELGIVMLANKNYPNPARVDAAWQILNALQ
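AmpC (5.3 nM in the dispensed reagent) in 20 mM phosphate pH 7.0 with 0.01% (detergent screen) or 0.0001% Triton X-100 was preincubated with compounds for 15 min at room temperature. Nitrocefin was then added from an 800 uM solution, and hydrolysis was followed at 480 nm.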
An asterisk follows results filed as active; ? = inconclusive; . = not tested or not shown; & = joins results of further samples; [ ] = remark or other dose. Unless noted, calls follow the shape of the dose curve; as a rule, active = well fitted curve in the direction sought with a large enough effect; inconclusive = small, poorly fitted or top-dose-only effect, or another doubt; inactive = no such curve, though single readings can be large; an effect the other way counts as inactive or inconclusive. Unless noted, % is scaled to controls: 0 for no effect and ±100 for the full control effect. Random draw from the library, and some 9.3% of all compounds hit somewhere here.

SMILES	FBPA Giardia inh	AMA1 RON2 block	Sm TGR block	HCMV inh	HCV inh	AmpC inh detg
CCCOC1(C(F)(F)F)NC(=O)N(c2cccc(Cl)c2)C1=O (centres undefined)	.	.	4.2%	11.4	.	13.3%
COc1cccc(CNC(=O)CNC(=O)c2cccs2)c1	2.6%	-11.1%	-1.1%	-7.5	-1.2%	0.3%
CCOc1ccc(OCC(=O)NCCS(=O)(=O)N2CCN(c3ccc(F)cc3)CC2)cc1	0.3%	-11.0%	1.7%&4.9%	-18.3&-39.9	-6.5%	-6.1%&13.0%
CCOc1ccc(NC(=O)c2cccc(NC3=NC4CS(=O)(=O)CC4S3)c2)cc1 (centres undefined)	-6.1%	7.5%	-10.6%	1.7	10.9%	-10.4%
Cc1cc(OC(=O)c2ccccc2Br)c([N+](=O)[O-])c(=O)[nH]1	-5.2%	-4.0%	-17.0%	16.7	15.7%	-13.1%
Cc1cccc(OC(=O)c2snnc2C)c1C	.	.	1.4%	-12.4	.	7.2%
Cc1ccnc2nc(C(=O)OCC(=O)NCCc3ccc(Cl)cc3)nn12	3.4%	-0.8%	-8.2%	5.9	0.0%	?
O=C(N/N=C/c1cccc([N+](=O)[O-])c1)c1cc(-c2ccccc2)nc2ccccc12	0.6%	-0.5%	2.5%	-7.0	8.6%	-5.3%
Cc1cc(C)c(NC(=O)CNC(=O)COC(=O)C2=COCCO2)c(C)c1	.	-13.0%	-4.7%	-9.4	?	?
COc1cccc(N2CCN(C(=O)CC(C)(C)CC3=NS(=O)(=O)c4ccccc4N3)CC2)c1	.	-4.0%	7.4%	-71.6*	11.2µM*	-1.8%
Cc1ccc(S(=O)(=O)N2CCN(CC(=O)N/N=C\c3ccc(O)c(O)c3)CC2)cc1	?	40.0%[activator]	-16.5%	4.6	-13.0%	2.6%
COc1ccc2[nH]c(=O)c(CN(c3ccc(C)c(C)c3)S(C)(=O)=O)cc2c1	-2.8%	-2.6%	-0.4%	4.0	-8.5%	-0.7%
CCN1CCN(C(=O)c2cnn(-c3cccc(Cl)c3)c2C2CCN(C(=O)OC(C)(C)C)CC2)CC1	.	.	1.2%	8.0	.	-8.0%
CC(=O)c1cccc(N(CC(=O)Nc2ccc(F)cc2)S(C)(=O)=O)c1	-1.1%	0.8%	-12.1%	-7.3	5.7%	1.8%
CCOc1ccc(NC(=S)NC(=O)c2cnn(CC)c2)c([N+](=O)[O-])c1	?	-3.8%	-13.8%	18.4	-18.3%	1.3%
COc1cccc2cc(-c3cc(=O)oc4ccc(OCC(C)=O)cc34)oc12	.	-9.7%	-2.7%	-32.8	?	?
O=C(NC1CCCCC1)c1cc(S(=O)(=O)N2CCOCC2)ccc1Cl	-0.4%	0.0%	-9.0%	-33.3	10.0%	2.4%
Cc1csc(SCC(=O)Nc2cc(S(=O)(=O)N3CCCC3)ccc2Cl)n1	-1.6%	-13.2%	5.1%	-17.6	-22.5%	-12.7%
COc1ccc(-c2nnc(SCC(=O)NC(C)c3ccccc3)o2)cc1OC (centres undefined)	-2.0%	-2.9%	2.8%	-17.4	?	-20.0%
Cc1noc(C)c1COC(=O)C(c1ccccc1)c1ccccc1	12.8%	16.0%	-4.3%	?	22.6%	?
C=CC[C@@H](CC(=O)OC(C)(C)C)C(=O)OC[C@H]1CCCN1C(=O)[C@@H](CC=C)CC(=O)NCCO	.	0.8%	.	2.8	-1.5%	.
Cc1ccc(-c2cnc3ccccc3n2)cc1C	5.6%	48.6%[activator]	1.8%	155.4	0.4%	-2.6%
O=C1[C@H]2CCCC[C@H]2C(=O)N1CCCCN1CCN(c2nsc3ccccc23)CC1	.	-11.3%	.	-61.4*	-27.7%	.
Cc1nnsc1Sc1cccc(C(F)(F)F)c1	0.5%	-0.3%	1.9%	.	12.2%	-6.5%
CN(C)c1ccc(CN(C(=O)/C=C/c2ccco2)C2CCS(=O)(=O)C2)cc1 (centres undefined)	3.1%	-13.2%	25.1µM*	3.9	?	-2.5%

Further structures:
SMILES	FBPA Giardia inh	AMA1 RON2 block	Sm TGR block	HCMV inh	HCV inh	AmpC inh detg
COC(=O)c1ccc2nc(NC(=O)COC(=O)CSc3nc(C)cc(C)n3)sc2c1	6.7%	-2.4%[11.6 µM]	-7.6%	110.1	-12.6%	-5.2%
CCC1CCCCN1CCCNC(=O)Cn1nc(C)n2nc(-c3ccccc3)cc2c1=O (centres undefined)	.	-11.8%	-6.6%	?	-23.5%	-3.7%
CCOC(=O)CNC(=O)C1CCN(S(=O)(=O)c2ccc(-c3nn[nH]n3)cc2)CC1	?	1.8%	5.8%	-32.2	-1.7%	8.0%
CCCCCC(=O)N/N=C(\C)c1ccccn1	-3.0%	27.6%	1.2%	-98.9*	?	0.6%
CCOC(=O)C1CCN(C(=O)c2cccnc2Oc2ccc(Cl)cc2)CC1	1.6%	0.9%	11.2%	4.0	-4.9%	9.3%
COC(=O)[C@H](CCSC)NC(=O)Nc1ccc(C(C)=O)cc1	7.5%	-2.3%	?	-16.1	2.1%	-13.7%
O=[N+]([O-])c1ccc(COc2ccccc2CN2CCCC2)cc1	.	-9.1%	.	7.8	-1.3%	.
CC(C#N)(NC(=O)CN1CCN(S(=O)(=O)c2ccccc2C#N)CC1)C1CC1 (centres undefined)	.	11.0%[11.6 µM]	0.8%	0.0	-18.8%	?
O=C(Nc1cccc(-c2nc3ncccc3o2)c1)c1sc2ccccc2c1Cl	1.4%	4.1%	-19.7%	5.9	?	?
C/C(=N\NC(=O)c1cc(Br)ccc1O)c1cccs1	-24.6%	11.3%	1.8%	13.7	13.4%	-12.8%
COCCCN1C(=O)N(c2ccccc2)C(=O)C1CC(=O)Nc1ccccc1 (centres undefined)	1.7%	-4.9%	-18.5%	-33.1	5.1%	1.6%
C#C[C@]1(O)CCC2C3CC=C4C[C@H](O)CC[C@]4(C)C3CC[C@@]21C (some centres undefined)	.	-15.6%	.	-15.7	-9.3%	.
Cc1ccc(S(=O)(=O)n2cnc3cc([N+](=O)[O-])ccc32)cc1C	-1.4%	1.5%	0.6%	-14.4	-16.6%	-0.5%
CC(C)NC(=O)c1onc(CSc2ccc(C(C)C)cc2)c1C(=O)O	?	-6.2%	-12.5%	-23.6	0.5%	-4.4%
CC12CC3(C)CC(C)(C1)CC(C(=O)Nc1nn[nH]n1)(C2)C3	-3.1%	-4.3%	-3.9%	47.9	15.8%	?
Cc1ccc(C)c(S(=O)(=O)n2nc(C)c(S(=O)(=O)N3CCCCCC3)c2C)c1	.	.	5.7%	14.1	.	18.6%
CCCOc1ccc(-c2nnc(N)s2)cc1	13.3%	-14.5%	2.4%	7.5	?	-0.3%
CC(C)n1nc(C(=O)OCC(=O)N2CC(=O)Nc3ccccc32)c2ccccc2c1=O	8.3%	-0.3%	-8.1%	-26.5	-0.3%	?
CCOc1ccc(CC(=O)N/N=C/c2cccnc2)cc1OCC	.	-10.1%	?	-33.0	-4.2%	0.1%
O=C(Nc1nnc(-c2ccc(F)cc2)o1)c1cc(Cl)sc1Cl	?	-4.7%	1.7%	?	?	?
S=C(NC1CCCCC1)N1CCN(Cc2ccccc2)CC1	5.0%	4.2%	-17.8%	-22.2	4.4%	0.2%
CCOc1ccc(C(C(=O)NCC2CCCO2)N(C(=O)c2snc(C(N)=O)c2N)c2ccccc2F)cc1 (centres undefined)	.	-14.0%	-1.1%	11.5	?	4.5%
O=C(COC(=O)c1ccc(OC(F)F)cc1)NC(=O)NC1CCCC1	.	-2.9%	-8.5%	-25.6	?	-20.9%
CCCCn1c(O)c(C(CC)=Nc2ccc(OCC)cc2)c(=O)[nH]c1=O	4.3%	-6.0%	16.0%	-33.6	?	?
Cc1onc(-c2ccccc2)c1C(=O)N/N=C/C=C/c1ccccc1	-11.5%	82.6%[activator]	-9.4%	-6.6	2.5%	-14.0%

Given with two lines to a compound: entries from further up
Each structure is followed by: FBPA Giardia inh, AMA1 RON2 block, Sm TGR block, HCMV inh, HCV inh, AmpC inh detg
CCC1CCCCN1CCCNC(=O)Cn1nc(C)n2nc(-c3ccccc3)cc2c1=O (centres undefined)
→ ., -11.8%, -6.6%, ?, -23.5%, -3.7%
CCOC(=O)CNC(=O)C1CCN(S(=O)(=O)c2ccc(-c3nn[nH]n3)cc2)CC1
→ ?, 1.8%, 5.8%, -32.2, -1.7%, 8.0%
CCCCCC(=O)N/N=C(\C)c1ccccn1
→ -3.0%, 27.6%, 1.2%, -98.9*, ?, 0.6%
CCOC(=O)C1CCN(C(=O)c2cccnc2Oc2ccc(Cl)cc2)CC1
→ 1.6%, 0.9%, 11.2%, 4.0, -4.9%, 9.3%
COC(=O)[C@H](CCSC)NC(=O)Nc1ccc(C(C)=O)cc1
→ 7.5%, -2.3%, ?, -16.1, 2.1%, -13.7%
O=[N+]([O-])c1ccc(COc2ccccc2CN2CCCC2)cc1
→ ., -9.1%, ., 7.8, -1.3%, .

Remaining list, next part:
SMILES	FBPA Giardia inh	AMA1 RON2 block	Sm TGR block	HCMV inh	HCV inh	AmpC inh detg
O=C(N1CCOCC1)N1CCN(c2nc(-c3ccccc3)cs2)CC1	-0.1%	-9.1%	-8.2%	-8.5	-15.1%	?
Clc1ccc(C(Cl)(Cl)Cl)c(Cl)c1	.	-3.4%	2.82µM*	0.0	?	0.2%
COc1ccc(/C=C/c2nc3ccccc3c(=O)n2-c2ccc(C)cc2)cc1O	.	.	-6.9%	-22.7	.	1.8%
N#C/C(=C\C=C\c1ccccc1)C(=O)NCc1ccco1	-3.1%	4.9%	.	?	7.0%	5.3%
CCOC(=O)c1cnc2c(c(C)nn2CC)c1Cl	2.2%	12.4%	43.8%[activator]	?	13.2%	7.8%
CCCC(=O)Nc1ccc2c(c1)nc(CCNC(=O)c1ccccc1)n2C	3.1%	0.0%	-19.9%	11.8	1.4%	-1.3%
Cc1cc(C(=O)NNC(=S)Nc2cccc(C(F)(F)F)c2)nn1C	.	96.0%[activator]	3.1%	24.9	0.0%	-4.6%
COc1ccc(C(=O)C2CCCN(C(=O)Cc3c(C)noc3C)C2)cc1OC (centres undefined)	3.5%	0.0%	-5.9%	-0.8	4.8%	-4.9%
Cc1ccc2cc(COC(=O)C3CCCO3)c(=O)[nH]c2c1 (centres undefined)	-1.9%	-1.0%	15.4%	-2.3	4.5%	-13.5%
S=C(NCc1ccco1)N1CCN(c2ccccn2)CC1	-2.0%	-0.1%	-15.6%	34.2	-29.9%	-11.1%
O=C(NCCc1ccccn1)c1cccc(S(=O)(=O)N2CCCCCC2)c1	-0.7%	9.3%	-1.8%	-5.7	-10.7%	1.0%
Cc1cc(NC(=O)CCC(=O)N(c2ccccc2)C(C(=O)NC2CCCC2)c2ccccc2F)no1 (centres undefined)	4.7%	-3.1%	-0.6%	5.2	21.5%	-14.7%
O=C(Nc1ccccc1)c1ccc(S(=O)(=O)N2CCCC2)cc1	0.7%	7.1%	?	-31.0	6.3%	?
Cc1nc2cc(NC(=O)c3ccc(S(=O)(=O)N(C)c4ccccc4)cc3)ccc2o1	-0.7%	12.6%	3.1%	-69.3*	6.31µM*	-13.1%
Cc1ccnc(NC(=O)C2(c3cccs3)CCOCC2)c1	-1.1%	-1.9%	-3.7%	61.8	-0.6%	?
CCOC(=O)C1CCN(S(=O)(=O)c2cnc[nH]2)CC1	6.5%	-2.8%	5.8%	-7.9	1.1%	?

Source: PubChem (National Center for Advancing Translational Sciences (NCATS))
